Screening data as filed in PubChem.
NSD2 block = NSD2 (human) methyltransferase inhibition. O96028. NSD2-SET H3K36me1 DELFIA fluorescence, biochemical. inhibition, % at 12.5 µM. 44,000 tested, 0.07% active; in the data active means inhibition above about 54%, passing the limit was not always enough; inconclusive means no clear call, values can overlap the other calls;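 further: inhibitors reduce the monomethyl H3K36 fluorescence signal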
Target sequence (O96028 whole entry, looked up): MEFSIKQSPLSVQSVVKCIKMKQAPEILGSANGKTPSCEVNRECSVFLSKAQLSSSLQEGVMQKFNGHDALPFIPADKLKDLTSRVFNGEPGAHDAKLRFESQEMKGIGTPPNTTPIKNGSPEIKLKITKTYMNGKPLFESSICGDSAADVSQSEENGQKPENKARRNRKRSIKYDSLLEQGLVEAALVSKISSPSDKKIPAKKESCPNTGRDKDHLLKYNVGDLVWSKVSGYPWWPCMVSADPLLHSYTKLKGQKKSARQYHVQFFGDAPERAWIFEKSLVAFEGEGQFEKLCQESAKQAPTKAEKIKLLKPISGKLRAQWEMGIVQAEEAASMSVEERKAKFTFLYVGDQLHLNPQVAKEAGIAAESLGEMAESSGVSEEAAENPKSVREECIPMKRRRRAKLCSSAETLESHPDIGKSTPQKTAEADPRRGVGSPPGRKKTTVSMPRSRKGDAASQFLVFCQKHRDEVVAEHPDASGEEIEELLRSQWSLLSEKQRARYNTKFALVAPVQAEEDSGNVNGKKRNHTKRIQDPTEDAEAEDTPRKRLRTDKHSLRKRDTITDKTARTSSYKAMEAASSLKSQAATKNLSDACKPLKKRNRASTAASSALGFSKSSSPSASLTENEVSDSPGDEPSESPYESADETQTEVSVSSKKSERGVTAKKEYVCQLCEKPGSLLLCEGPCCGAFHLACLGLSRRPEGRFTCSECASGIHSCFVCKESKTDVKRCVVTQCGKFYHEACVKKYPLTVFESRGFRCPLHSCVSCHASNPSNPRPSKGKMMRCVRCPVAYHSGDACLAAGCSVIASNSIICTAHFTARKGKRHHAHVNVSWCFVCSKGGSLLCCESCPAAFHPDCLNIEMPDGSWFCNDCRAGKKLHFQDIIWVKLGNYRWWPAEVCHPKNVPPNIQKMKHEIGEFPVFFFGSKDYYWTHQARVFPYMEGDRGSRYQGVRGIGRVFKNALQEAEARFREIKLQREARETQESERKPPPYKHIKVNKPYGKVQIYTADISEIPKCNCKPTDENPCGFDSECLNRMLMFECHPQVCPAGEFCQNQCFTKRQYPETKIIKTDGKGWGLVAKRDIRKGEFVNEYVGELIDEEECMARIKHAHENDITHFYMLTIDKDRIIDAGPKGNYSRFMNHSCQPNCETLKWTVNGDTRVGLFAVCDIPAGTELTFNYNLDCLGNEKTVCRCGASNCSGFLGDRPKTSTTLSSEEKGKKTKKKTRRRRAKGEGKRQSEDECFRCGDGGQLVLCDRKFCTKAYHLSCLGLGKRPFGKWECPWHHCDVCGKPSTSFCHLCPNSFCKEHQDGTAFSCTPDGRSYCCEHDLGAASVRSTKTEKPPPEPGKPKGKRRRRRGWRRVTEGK
Active calls of the source: *; u = inconclusive. A portion of the library (hit frequency here may not be typical).

NSD2 block	SMILES
2	C[C@H](CO)N1C[C@H](C)[C@@H](CN(C)S(=O)(=O)c2ccc(Cl)cc2)Oc2ccc(NS(C)(=O)=O)cc2CC1=O
-3	Cc1noc(C)c1NC(=O)N(C)C[C@@H]1OCCCC[C@@H](C)Oc2ccc(NC(=O)Nc3ccc(F)cc3)cc2C(=O)N([C@H](C)CO)C[C@H]1C
0	N#Cc1ccc(/C=N/NC(=O)CCCCCCC(=O)Nc2ccccc2O)cc1
-5	N#Cc1ccc(/C=N/NC(=O)c2cccc(C(=O)NO)c2)cc1
-2	C[C@H](CO)N1C[C@H](C)[C@H](CN(C)S(=O)(=O)c2cn(C)cn2)Oc2ccc(NS(C)(=O)=O)cc2CC1=O
3	C[C@H]1CN([C@@H](C)CO)C(=O)Cc2cc(NC(=O)CCC(F)(F)F)ccc2O[C@H]1CN(C)C(=O)Nc1ccc(C(F)(F)F)cc1
1	C[C@H]1CCCCO[C@@H](CN(C)Cc2ccncc2)[C@@H](C)CN([C@@H](C)CO)C(=O)c2cc(NC(=O)C3CCCCC3)ccc2O1
-6	COc1cc(C)c(C(=O)Oc2cc(C)c(C(=O)Oc3cc(C)c(C(=O)NC(C)C(=O)O)c(O)c3)c(O[C@@H]3O[C@H](CO)[C@@H](O)[C@H](O)[C@H]3O)c2)c(OC)c1 (stereo not given in full)
5	C[C@@H]1CN([C@@H](C)CO)C(=O)Cc2cc(NC(=O)c3ccncc3)ccc2O[C@H]1CN(C)C(=O)Nc1ccccc1
-8	C[C@@H]1CN([C@H](C)CO)C(=O)c2cc(NC(=O)Nc3ccc(C(F)(F)F)cc3)ccc2O[C@H]1CN(C)S(=O)(=O)c1ccc(F)cc1
1	C/C=C/c1ccc2c(c1)O[C@@H](CN(C)C(=O)Cc1ccccn1)[C@H](C)CN([C@@H](C)CO)S2(=O)=O
-1	C[C@@H]1CN([C@H](C)CO)C(=O)c2cc(N(C)C)ccc2O[C@H]1CN(C)C(=O)Nc1ccc2c(c1)OCO2
5	C[C@H](CO)N1C[C@H](C)[C@@H](CN(C)C(=O)CN2CCOCC2)Oc2ncc(C3=CCCC3)cc2C1=O
3	C[C@@H]1CN([C@@H](C)CO)C(=O)CCCn2cc(nn2)CO[C@@H]1CN(C)S(=O)(=O)c1ccccc1F
3	C[C@H](CO)N1C[C@H](C)[C@H](CN(C)S(=O)(=O)c2cn(C)cn2)Oc2ncc(C#Cc3cccc(F)c3)cc2C1=O
-4	CC(C)NC(=O)Nc1ccc2c(c1)C(=O)N([C@H](C)CO)C[C@@H](C)[C@@H](CN(C)CC1CCCCC1)O2
5	CC(C)NC(=O)Nc1ccc2c(c1)C(=O)N([C@@H](C)CO)C[C@H](C)[C@H](CN(C)C(=O)c1ccccc1)OCCCC[C@@H](C)O2
2	CSCCC(N)C(=O)NC(CC(C)C)C(=O)NC(Cc1ccccc1)C(=O)O (stereo not given)
2	C[C@@H]1CN([C@@H](C)CO)C(=O)CCCn2cc(nn2)CO[C@@H]1CN(C)S(=O)(=O)c1ccc(-c2ccccc2)cc1
-2	CN(C)c1cc(C(F)(F)F)nc2cc(C(C)(C)C)nn12
u	C[C@H](CO)N1C[C@H](C)[C@@H](CN(C)S(=O)(=O)c2ccc(F)cc2)Oc2c(NC(=O)c3ccncc3)cccc2C1=O
7	O=c1cc(-c2ccc(O)cc2)oc2cc(O)c(C3OC(CO)C(O)C(O)C3O)c(O)c12 (stereo not given)
1	CO[C@H](CN(C)C(=O)c1cc(Cl)cc(Cl)c1)[C@@H](C)CN(C(=O)Nc1ccc(F)cc1)[C@H](C)CO
-1	Cc1ccc(S(=O)(=O)Nc2ccc3c(c2)C(=O)N([C@@H](C)CO)C[C@H](C)[C@H](CN(C)CC2CCCCC2)OCCCC[C@H](C)O3)cc1

Single entries from the results shown:
For NSD2 block, `CO[C@H](CN(C)C(=O)c1cc(Cl)cc(Cl)c1)[C@@H](C)CN(C(=O)Nc1ccc(F)cc1)[C@H](C)CO` is entered as 1
For NSD2 block, `CC(C)NC(=O)Nc1ccc2c(c1)C(=O)N([C@@H](C)CO)C[C@H](C)[C@H](CN(C)C(=O)c1ccccc1)OCCCC[C@@H](C)O2` is entered as 5

The listing continues:
NSD2 block	SMILES
2	C[C@H]1CCCCO[C@H](CN(C)C(=O)Nc2ccccc2)[C@@H](C)CN([C@@H](C)CO)C(=O)c2cc(NC(=O)CCCN(C)C)ccc2O1
4	C[C@H]1CN([C@@H](C)CO)C(=O)CCCn2cc(nn2)CO[C@@H]1CN(C)CC1CCCC1
-4	C[C@H]1CCCCO[C@@H](CN(C)C)[C@@H](C)CN([C@@H](C)CO)C(=O)c2cc(NC(=O)Nc3ccc4c(c3)OCO4)ccc2O1
-12	Cc1ccc(/C=N/NC(=O)CCCCCCC(=O)O)o1
18	C[C@@H]1CN([C@H](C)CO)C(=O)c2cc(-c3ccc(C#N)cc3)cnc2O[C@@H]1CN(C)C(=O)CN(C)C
-1	CCN(CC)c1ccc(/C=C2/C(=O)NN(c3ccc(C)cc3)C2=O)cc1
0	COc1ccc(S(=O)(=O)Nc2ccc3c(c2)CC(=O)N([C@@H](C)CO)C[C@H](C)[C@@H](CN(C)C(=O)Nc2c(C)noc2C)O3)cc1
-3	C[C@@H]1CN([C@H](C)CO)C(=O)c2cc(NS(=O)(=O)c3cccs3)ccc2O[C@@H](C)CCCCO[C@H]1CN(C)C(=O)C1CCCCC1
-3	C[C@@H]1CN([C@H](C)CO)C(=O)c2cc(C#CCc3ccccc3)cnc2O[C@H]1CN(C)C(=O)C1CCOCC1
8	O=C(NO)c1ccc(C(=O)N/N=C/c2ccc(F)c(Oc3ccccc3)c2)cc1
-7	C[C@H](CO)N1C[C@H](C)[C@H](CN(C)C(=O)NC2CCCCC2)Oc2ncc(-c3ccc(F)cc3)cc2C1=O
-2	C[C@@H]1CN([C@@H](C)CO)C(=O)c2cc(C3=CCCC3)cnc2O[C@@H]1CN(C)C(=O)c1ccncc1
0	COc1ccc(S(=O)(=O)N(C)C[C@@H]2OCCCC[C@H](C)Oc3ccc(NS(=O)(=O)c4ccccc4)cc3C(=O)N([C@@H](C)CO)C[C@@H]2C)cc1
0	C[C@@H]1CN([C@H](C)CO)C(=O)c2cccc(NC(=O)Nc3cccc4ccccc34)c2O[C@H]1CN(C)S(=O)(=O)c1cccs1
1	COCC(=O)N(C)C[C@H]1Oc2ncc(Br)cc2C(=O)N([C@@H](C)CO)C[C@@H]1C
12	C/C(=C\C(=O)O)CCC1C(C)(O)CCC2C(C)(CO)CCCC12C (stereo not given)
1	C[C@@H]1CN([C@@H](C)CO)C(=O)c2cc(C#Cc3ccccn3)cnc2O[C@@H]1CN(C)C(=O)c1ccccn1
-1	COC(=O)C(CC#Cc1ccc2c(c1)[C@]1(C(=O)N2)[C@H](C(N)=O)[C@H]2C(=O)O[C@H](c3ccccc3)[C@H](c3ccccc3)N2[C@@H]1c1ccccc1OCCO)C(=O)OC
-2	Cc1noc(C)c1NC(=O)N(C)C[C@@H]1Oc2cc(C#CCC3CCCC3)ccc2S(=O)(=O)N([C@@H](C)CO)C[C@H]1C
5	COc1ccc(C#Cc2cnc3c(c2)C(=O)N([C@H](C)CO)C[C@@H](C)[C@@H](CN(C)C(C)=O)O3)cc1
3	O=C(C[C@H]1C=C[C@@H](NC(=O)c2cccnc2)[C@H](CO)O1)NCCN1CCCCC1
5	C[C@@H]1CN([C@@H](C)CO)C(=O)Cc2cc(NS(=O)(=O)c3ccccc3)ccc2O[C@H]1CN(C)C
-9	O=C(O)C1=C[C@@H](C2CCCCC2)C[C@@H](OCCCCO)O1
-4	Cc1noc(C)c1S(=O)(=O)Nc1ccc2c(c1)CC(=O)N([C@@H](C)CO)C[C@@H](C)[C@H](CN(C)C(=O)Nc1cccc3ccccc13)O2
-1	CC(C)(C)OC(=O)Nc1cccc(/C=N/NC(=O)c2ccc(C(=O)NO)cc2)c1
4	C[C@H](O)C#Cc1ccc2c(c1)O[C@@H](CN(C)C(=O)C1CC1)[C@H](C)CN([C@H](C)CO)S2(=O)=O
7	Cc1ccc(S(=O)(=O)Nc2ccc3c(c2)C(=O)N([C@H](C)CO)C[C@H](C)[C@H](CN(C)C(=O)NC(C)C)OCCCC[C@@H](C)O3)cc1
-4	C[C@H](CO)N1C[C@H](C)[C@@H](CN(C)S(C)(=O)=O)Oc2ccc(NS(=O)(=O)c3cn(C)cn3)cc2CC1=O
-1	O=C(N/N=C/c1cc(O)ccc1O)c1ccccn1
-1	C[C@H]1CN([C@@H](C)CO)C(=O)c2cccc(NC(=O)CCCCCC(=O)Nc3ccccc3N)c2O[C@@H]1CN(C)C(=O)Nc1ccc(C(F)(F)F)cc1
-9	C[C@@H]1CN([C@@H](C)CO)C(=O)c2cccc(NC(=O)c3ccc(-c4nccs4)cc3)c2O[C@H]1CN(C)Cc1ccc(C(F)(F)F)cc1
5	CC(C)NC(=O)Nc1ccc2c(c1)C(=O)N([C@@H](C)CO)C[C@@H](C)[C@@H](CN(C)S(=O)(=O)c1cn(C)cn1)OCCCC[C@H](C)O2
-1	C[C@H]1CN([C@@H](C)CO)C(=O)c2cccc(NC(=O)c3nc4ccccc4s3)c2O[C@H]1CN(C)Cc1ccc(C(F)(F)F)cc1
-1	C[C@H]1CN([C@@H](C)CO)C(=O)c2cccc(NC(=O)Nc3ccc(F)cc3)c2O[C@@H]1CN(C)C
1	C[C@H]1CN([C@@H](C)CO)C(=O)c2cccc(NC(=O)CCCCCC(=O)Nc3ccccc3N)c2O[C@@H]1CN(C)S(=O)(=O)c1ccc(F)cc1
0	Cc1ccc(S(=O)(=O)N(C)C[C@H]2Oc3c(NC(=O)c4ccc(-c5nccs5)cc4)cccc3C(=O)N([C@H](C)CO)C[C@@H]2C)cc1
-4	Cc1cc(O)c2c(c1)C(=O)c1cc(OC3OC(COC(=O)CC(=O)O)C(O)C(O)C3O)cc(O)c1C2=O (stereo not given)
9	C[C@@H]1CN([C@@H](C)CO)C(=O)c2cc(-c3ccc(F)cc3)cnc2O[C@H]1CN(C)S(C)(=O)=O
-1	C[C@@H]1CN([C@@H](C)CO)C(=O)c2cccc(NC(=O)NC3CCCCC3)c2O[C@@H]1CN(C)S(=O)(=O)c1cn(C)cn1
-41	C[C@H]1CN([C@@H](C)CO)C(=O)c2cc(NS(=O)(=O)c3cccs3)ccc2O[C@H]1CN(C)C(=O)Nc1ccc(F)cc1
-3	COC(=O)N(C)C[C@H]1OCc2cn(nn2)CCCC(=O)N([C@@H](C)CO)C[C@H]1C
-8	COCC#Cc1cnc2c(c1)C(=O)N([C@@H](C)CO)C[C@H](C)[C@@H](CN(C)C(=O)Nc1ccccc1F)O2
-1	CC(C)NC(=O)Nc1ccc2c(c1)C(=O)N([C@H](C)CO)C[C@H](C)[C@@H](CN(C)C)O2
-5	Cc1cc(C)cc(N2C(=O)CS(=O)(=O)C2c2cccc([N+](=O)[O-])c2)c1 (stereo not given)
-3	C[C@@H]1CN([C@H](C)CO)C(=O)c2ccccc2-c2ccccc2CO[C@@H]1CN(C)S(=O)(=O)c1ccc(C#N)cc1
-2	COc1ccc(CN(C)C[C@H]2Oc3ccc(NC(=O)Nc4ccc(F)cc4)cc3CC(=O)N([C@@H](C)CO)C[C@H]2C)cc1
-2	COc1ccc(CN(C)C[C@@H]2Oc3ccc(NC(=O)Cn4cnnn4)cc3C(=O)N([C@H](C)CO)C[C@@H]2C)cc1
-1	Cc1ccc(S(=O)(=O)N(C)C[C@@H]2Oc3ccc(NC(=O)Nc4ccc5c(c4)OCO5)cc3CC(=O)N([C@H](C)CO)C[C@H]2C)cc1
-8	COc1ccccc1NC(=O)N(C)C[C@@H]1OCc2ccccc2-c2c(n(C)c3ccccc23)C(=O)N([C@H](C)CO)C[C@H]1C
-2	Cc1ccc(S(=O)(=O)N(C)C[C@H]2Oc3ccc(NC(=O)C4CCCCC4)cc3C(=O)N([C@@H](C)CO)C[C@@H]2C)cc1
-3	C[C@H]1CN([C@@H](C)CO)C(=O)c2cc(C3=CCCCC3)cnc2O[C@@H]1CN(C)C(=O)Cc1ccccc1
4	COc1ccc(CN(C)C[C@H]2OCCCC[C@H](C)Oc3ccc(NS(C)(=O)=O)cc3C(=O)N([C@@H](C)CO)C[C@@H]2C)cc1
-4	CNC[C@@H]1OCCCC[C@H](C)Oc2ccc(NS(=O)(=O)c3cn(C)cn3)cc2C(=O)N([C@@H](C)CO)C[C@@H]1C
3	C[C@H]1CN([C@@H](C)CO)C(=O)CCCn2nncc2CO[C@H]1CN(C)S(=O)(=O)c1ccc(Oc2ccccc2)nc1
2	COc1ccc(NC(=O)Nc2cccc3c2O[C@@H](CN(C)C(=O)Nc2ccc(OC)cc2)[C@H](C)CN([C@H](C)CO)C3=O)cc1

5 entries from above, sorted by their value in NSD2 block, falling.
canonical_smiles | NSD2 block
Cc1ccc(S(=O)(=O)Nc2ccc3c(c2)C(=O)N([C@H](C)CO)C[C@H](C)[C@H](CN(C)C(=O)NC(C)C)OCCCC[C@@H](C)O3)cc1 | 7
C[C@H]1CN([C@@H](C)CO)C(=O)Cc2cc(NC(=O)CCC(F)(F)F)ccc2O[C@H]1CN(C)C(=O)Nc1ccc(C(F)(F)F)cc1 | 3
COc1ccc(CN(C)C[C@H]2Oc3ccc(NC(=O)Nc4ccc(F)cc4)cc3CC(=O)N([C@@H](C)CO)C[C@H]2C)cc1 | -2
C[C@@H]1CN([C@H](C)CO)C(=O)c2ccccc2-c2ccccc2CO[C@@H]1CN(C)S(=O)(=O)c1ccc(C#N)cc1 | -3
Cc1ccc(/C=N/NC(=O)CCCCCCC(=O)O)o1 | -12
